# SW480 rereplic: inducers of DNA re-replication in SW480 colon cancer cells; SW480 DNA re-replication, Hoechst DNA content imaging, 48 h; Potency, µM (highest dose often 46.1 µM), for the others: at the highest dose re-replication activation, actives largely listed as activators; 340,000 compounds, 1.8% hits; note: potency is the fitted concentration of half-maximal effect; % of control where 0% means no effect; nearly all actives have a fitted effect of over 55% in size
#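 Image-based DNA-content assay: after two days of treatment, nuclei were labelled with the DNA dye Hoechst and imaged, and hits were compounds raising the count of nuclei showing high fluorescence intensity.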
# HT1080-NT tox: kills 2HG-producing HT-1080-NT fibrosarcoma cells | HT-1080-NT fibrosarcoma viability, CellTiter-Glo ATP luminescence, 48 h | Potency, µM (series often up to 46.1 µM), for inactives: top-dose activity, negative = less viability, usual class: cytotoxic | 360,000 compounds, 1.6% hits | AID 686970;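 note: NT is the 2HG producing partner of a matched IDH1 knockdown line; potency is the fitted concentration of half-maximal effect; 0% = DMSO-treated cells and -100% = media-only wells without cells; nearly all actives have a fitted effect of over 55% in size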
#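 Toxicity toward the 2HG-producing NT line was scored as %Activity, normalised to DMSO and no-cell wells, from CellTiter-Glo luminescence after 48 hours' treatment.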
# GLP1R ag: GLP-1 receptor (human) agonism | P43220 | HEK293 GLP-1R CRE-luciferase, luminescence, 4-6 h; cells express a hypersensitive GLP-1R form | Potency, µM (highest dose often 45.6 µM), inactives show top-dose activation, usual class: activators | 380,000 compounds, 0.007% hits | AID 624172; note: potency is the fitted concentration of half-maximal effect; % of control where 0% means no effect
# Target sequence (P43220 whole entry, looked up): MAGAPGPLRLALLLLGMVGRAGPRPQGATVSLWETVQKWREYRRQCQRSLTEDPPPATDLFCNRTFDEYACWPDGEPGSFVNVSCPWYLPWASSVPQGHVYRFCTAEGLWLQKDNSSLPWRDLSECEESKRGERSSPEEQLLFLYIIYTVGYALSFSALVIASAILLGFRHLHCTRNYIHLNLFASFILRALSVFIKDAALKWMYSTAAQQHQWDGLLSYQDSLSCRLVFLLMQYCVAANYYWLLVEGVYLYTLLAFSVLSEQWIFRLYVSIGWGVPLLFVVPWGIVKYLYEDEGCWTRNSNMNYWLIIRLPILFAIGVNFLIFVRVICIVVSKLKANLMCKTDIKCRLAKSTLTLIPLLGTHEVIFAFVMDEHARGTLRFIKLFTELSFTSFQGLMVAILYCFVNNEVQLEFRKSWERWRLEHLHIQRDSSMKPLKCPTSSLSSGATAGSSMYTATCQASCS
# IL-1B inflam inh: inhibitors of inflammasome signaling (IL-1 beta secretion) | THP-1 LPS/ATP IL-1B secretion, AlphaLISA, 16 h; active compounds read low | activity change, % at 57.5 µM | 360,000 compounds, 4.7% hits | AID 743279; in the data active = activity change below about -50%; inconclusive = mostly about -30% to -49%; note: % is set by controls: 0 for no effect and ±100 for the full control effect
#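 Secreted IL-1B measured by AlphaLISA bead assay after 16 h compound exposure of THP-1 cells; compounds (final up to 57.5 uM) added 1 h before LPS (250 ng/mL) and ATP (1.25 mM) stimulation; lower signal means less secretion.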
# D3 antag: antagonists of human D3 dopamine receptor. 360,000 compounds, 2.5% hits. D3R cells, DiscoveRx beta-arrestin luminescence, antagonist mode; active compounds read low. P35462. max response, negative = inhibition, %; in the data active = max response below about -50%; inconclusive = no clear call, values can overlap the other calls; note: % is set by controls: 0 for no effect and ±100 for the full control effect; mostly tested at two doses, the higher about 12 µM
# Target sequence (P35462 whole entry, looked up): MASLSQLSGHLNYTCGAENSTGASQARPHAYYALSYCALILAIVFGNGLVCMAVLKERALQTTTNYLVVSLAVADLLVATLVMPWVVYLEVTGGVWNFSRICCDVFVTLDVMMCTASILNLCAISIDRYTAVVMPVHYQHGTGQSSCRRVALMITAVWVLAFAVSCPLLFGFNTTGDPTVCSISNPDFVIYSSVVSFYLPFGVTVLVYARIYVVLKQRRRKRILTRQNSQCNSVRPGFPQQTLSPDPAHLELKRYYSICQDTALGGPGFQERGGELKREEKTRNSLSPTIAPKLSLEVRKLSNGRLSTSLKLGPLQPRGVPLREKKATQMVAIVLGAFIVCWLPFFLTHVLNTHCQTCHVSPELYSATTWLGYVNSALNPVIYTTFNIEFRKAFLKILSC
#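 Cells plated overnight at 1500 cells/well, then exposed to library compounds with dopamine controls for 90 minutes at 37 degrees C. DiscoveRx reagent added for 30–60 minutes at room temperature; luminescence read, quantitative HTS format.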
# KB-3-1 tox: KB-3-1 parental cell cytotoxicity | KB-3-1 viability, CellTiter-Glo ATP luminescence, 72 h | Potency, µM (titrated, usually from 46.1 µM), for inactives: at the highest dose activity change, negative = cytotoxic, most hits filed as cytotoxic | 400,000 compounds, 1.4% hits | AID 1347075; note: potency is the fitted concentration of half-maximal effect; % is set by controls: 0 for no effect and ±100 for the full control effect; nearly all actives have a fitted effect of over 60% in size
#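 KB-3-1 parental drug-naive adenocarcinoma cells in DMEM/10% FBS, incubated 72 h at 37 C with pin-transferred compounds across a concentration series. Viability by CellTiter-Glo luminescence; concentration-response curves fitted after normalization.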
# HT1080 IDH1KD tx: toxicity to HT-1080 IDH1 knockdown cells (counter line); HT-1080 IDH1 knockdown viability, ATP luminescence, 48 h; Potency, µM (titrated, usually from 46.1 µM), without a hit: at the top dose activity, negative = toxicity, most hits filed as cytotoxic; 360,000 compounds, 2% hits; AID 686971;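 note: potency is the fitted concentration of half-maximal effect; 0% = DMSO wells and -100% = cell-free medium wells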
#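 After a 2 h attachment period, IDH1KD HT-1080 cells took pin-transferred compound for 48 h at 37 °C; ATP-based luminescence after 10 min room-temperature reagent incubation reported viability.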
# KB-V1 cytotox: KB-V1 MDR subline cytotoxicity; 400,000 compounds, 3.4% hits; KB-V1 MDR cells viability, CellTiter-Glo, 72 h; Potency, µM (doses to about 46.1 µM), without a hit: at the highest dose activity change, negative = cytotoxicity, usual class: cytotoxic; note: potency is the fitted concentration of half-maximal effect; % is set by controls: 0 for no effect and ±100 for the full control effect; nearly all actives have a fitted effect of over 60% in size
#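 KB-V1 MDR subline cells in DMEM (phenol-red free, 10% FBS) exposed to compounds in qHTS concentration series for 72 h at 37 degrees C. Viability read by CellTiter-Glo luminescence; concentration-effect curves fitted after normalization and correction.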
# D3 ag: agonists of human D3 dopamine receptor. D3R DiscoveRx beta-arrestin cells, luminescence, 90 min. max activation, %. 410,000 compounds, 0.58% hits. AID 652048; in the data active = max activation above about 30%; note: 0% is about no effect; mostly tested at two doses, the higher about 12 µM
#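 Agonist mode: compounds and dopamine controls were applied to plated cells for 90 min at 37 degrees C after an overnight attachment at 1500 cells/well. Luminescent read-out followed 30 - 60 minutes at room temperature with DiscoveRx detection reagent.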
# Active calls of the source: *; ? = inconclusive; / = not tested or not shown; [ ] = dose if it differs, or a comment. Unless noted, calls come from the whole dose curve; as a rule, active = well fitted curve in the direction sought with a large enough effect; inconclusive = small, poorly fitted or top-dose-only effect, or another doubt; inactive = no such curve, though single readings can be large; an effect the other way counts as inactive or inconclusive.
nr	mol	KB-V1 cytotox	IL-1B inflam inh	HT1080 IDH1KD tx	SW480 rereplic	GLP1R ag	KB-3-1 tox	D3 antag	HT1080-NT tox	D3 ag
1	CCN(C(=O)CN1CCC(C(=O)OC)CC1)c1c(N)n(Cc2ccccc2)c(=O)[nH]c1=O	20%	0	20%	-21%	4%	16%	-3	7%	7
2	COc1ccccc1/C=N/Nc1cc(C)nc(N2CCOCC2)n1	6%	-14	3%	?	21%	2%	45	4%	4
3	O=C(NCc1ccc(C(F)(F)F)cc1)c1ccc2c(c1)S(=O)(=O)c1ccccc1C2=O	18%	3	-3%	-6%	-4%	21%	18	-28%	-5
4	CN(C)Cc1ccc(O)c(CCc2ccccc2)n1	13%	12	12%	-3%	-9%	7%	?	11%	2
5	CO/N=C/C(=N\Nc1cc(OC)cc(OC)c1)C(=O)c1ccccc1	-28%	-14	-4%	0%	-11%	?	36	-3%	-7
6	Cc1c(Cl)c(C(=O)N2CCCC2)nn1C	-6%	-5	11%	11%	-4%	5%	-9	16%	5
7	COc1cc(CNCCc2ccc(S(N)(=O)=O)cc2)ccc1OCc1ccc(Cl)cc1	?	-78*	13µM*	?	-6%	?	3	-4%[9.24 µM]	4
8	CCN(CC)C(=O)[C@H]1C[C@H](CC(=O)NCc2ccc(OC)c(OC)c2)C(=O)N2CCc3c([nH]c4cc(CCC(=O)N(C)C)ccc34)[C@]12C	0%	-22	7%	-3%	-4%	0%	23	0%	-7
9	COc1cc(/C=C/CNC[C@H]2O[C@@H](n3cnc4c(N)ncnc43)[C@H](O)[C@@H]2O)ccc1O	11%	-12	12%	/	5%	0%	8	2%	-1
10	Cc1ccc2c(c1)C(=O)N1[C@H]3c4cc(Br)ccc4OC[C@@H]3[C@H](c3ccccc3)[C@]1(C)C(=O)N2	?	-23	?	22%	-6%	-30%	7	?	-5
11	Cc1ccnc(NS(=O)(=O)c2ccccc2)c1	35%	1	8%	-5%	0%	-2%	-22	1%	11
12	N#Cc1ccccc1S(=O)(=O)N1CCN(C(=O)c2cccc(S(=O)(=O)N3CCCC3)c2)CC1	?	15	1%	2%	-10%	-21%	-8	-5%	4
13	CCOc1ccc(C(C)=O)cc1CN1C(=O)NC2(CCCCCCC2)C1=O	?	15	10%	-11%	7%	17%	3	-1%	5
14	COc1cc(C=CC(=O)OCC=Cc2ccc3c(c2)OCO3)cc(OC)c1OC	/	-9	-2%	6%	4%	/	-3	0%	-8
15	COC(=O)c1ccc(NC(=O)Cn2nc(-c3ccncc3)nc2SCC(=O)Nc2nccs2)cc1	-16%	11	-8%	14%	-12%	16%	-28	-17%	-12
16	CCn1c(SCC(N)=O)nc2c(c1=O)C1(CCCC1)Cc1ccccc1-2	2%	-2	0%	-3%	22%	3%	-2	4%	-6
17	COc1cc(CN(C)C(=O)C2CCN(S(=O)(=O)c3cccs3)CC2)ccc1OC(F)F	-7%	5	-10%	2%	18%	-29%	12	5%[9.24 µM]	2
18	Cc1cccn2c(=O)c3cc(C#N)c(=N)n(Cc4cccnc4)c3nc12	?	1	-21%	1%	-10%	7%	-18	-2%	-4
19	Cc1cc(-c2csc(NC(=O)c3ccc(=O)n(C)n3)n2)c(C)n1CC1CCCO1 (stereo not drawn)	5%	?	-2%	-3%	-11%	7%	7	-1%	1
20	Cc1ccc(C2C=C(c3ccccc3)Nc3nc(N4C(=O)CCC4=O)nn32)cc1 (stereo not drawn)	?	1	19%	-10%	-3%	2%	6	4%	4
21	CC(C)N1C(=O)S/C(=C/c2cccnc2)C1=O	4%	-29	3%	2%	-1%	5%	-1	9%	4
22	COc1ccc(C(=O)NCCS(=O)(=O)N2CCc3ccccc3C2)cc1OC	-2%	10	16%	-87%[inhibitor]	8%	-1%	5	17%	-3
23	C=C1c2cc3c(cc2NC(=S)N1Cc1ccccc1)OCO3	-18%	/	-1%	?	8%	8%	-7	-5%	-2
24	Nc1nonc1-n1nnc(C(=O)N/N=C/c2ccc(Br)cc2)c1-c1ccc2c(c1)OCO2	32%	-19	-3%	2%	-3%	-3%	7	-12%	7
25	CCN(CC)c1ccc(NC(=O)C2CCCN(S(=O)(=O)c3cnc[nH]3)C2)c(C)c1 (stereo not drawn)	8%	14	0%	-7%	8%	-5%	0	0%	-13
26	CCCCn1nc(C(=O)N(C)Cc2nc3ccccc3c(=O)[nH]2)c2ccccc2c1=O	-2%	6	0%	/	2%	0%	17	-2%	2
27	Cc1cccc(C)c1N(CC(=O)N/N=C/c1cc(Br)c(C)o1)S(C)(=O)=O	-6%	-21	3%	2%	1%	0%	28	1%	-6
28	O=c1cc(CO)oc(CN2CCN(c3cccc(C(F)(F)F)c3)CC2)c1O	3%	6	-15%	1%	-9%	-7%	-64*	-20%	1
29	CCNc1ncnc2c1cnn2C1CCCO1 (stereo not drawn)	-5%	-6	1%	1%	6%	7%	-1	0%	-3
30	Clc1ccc(C2=NN=C3COc4ccccc4N3C2)cc1	-9%	22	14%	13%	11%	-12%	15	7%	-2
31	COc1ccc(C(=O)N/C(=C\c2cn(S(=O)(=O)N(C)C)c3ccccc23)C(=O)N2CCCC2)cc1	-2%	8	-13%	/	6%	-10%	10	-14%	-8
32	O=C(CNC(=O)c1cccs1)N=Nc1c(O)[nH]c2ccc([N+](=O)[O-])cc12	25%	-11	-6%	?	-4%	2%	-22	-6%	-13
33	COC(=O)Cc1ccc(NC(C)=O)cc1	?	25	0%	3%	0%	23%	0	2%	-6
34	COc1ccccc1CNC(=O)CS(=O)Cc1nc(-c2ccccc2C)oc1C (stereo not drawn)	-1%	-16	-6%	-4%	-5%	13%	-15	-2%	-4
35	Nc1ccc(C(=O)OCC(=O)NC2CCS(=O)(=O)C2)cc1[N+](=O)[O-] (stereo not drawn)	7%	1	6%	7%	-2%	3%	8	7%	2
36	COc1cc(C2C(C#N)=C(N)Oc3cc(C)oc(=O)c32)cc(OC)c1OC (stereo not drawn)	23%	16	16%	-4%	15%	10%	-17	14%	-2
37	CC(=O)c1ccc(S(=O)(=O)NCc2cccnc2)cc1	?	11	9%	-4%	-4%	9%	6	6%	6
38	Cc1ccc(-n2c(C)cc(/C=C3\NC(=O)NC3=O)c2C)c(C)c1	17%	31	-2%	0%	11%	-9%	-15	-4%	-19
39	COC(=O)C1=C(C)N(C2CCCCC2)C(=O)C1	15%	-12	10%	-7%	0%	-5%	17	10%	-7
40	Cc1cc(NC(=O)c2ccc3c(c2)C(=O)N(C(C)(C)C)C3=O)no1	-1%	0	13%	-4%	5%	-7%	2	17%	2
41	CC(=O)Nc1ccc(NC(=O)C(C)OC(=O)/C(C#N)=C/c2ccc(N(C)C)cc2)cc1 (stereo not drawn)	-25%	4	-1%	-6%	2%	1%	-14	0%	-2
42	CS(=O)(=O)N1CCC(C(=O)Nc2ccc(Oc3ccccc3)cc2)CC1	?	-6	-17%	16µM*	5%	2%	-9	-22%	1
43	Cc1cccc(OCc2nnc(SCc3nc4ccccc4c(=O)[nH]3)o2)c1	-15%	0	3%	-1%	-3%	23%	0	-2%	3
44	Cc1ccc(-n2nc(C)c(Sc3ccccc3[N+](=O)[O-])c2N)cc1	-14%	0	-6%	?	7%	24%	-21	-5%	-11
45	COc1ccc(C(=O)CSc2nccn2C)c(OC)c1	17%	-1	7%	-9%	4%	10%	-11	25%	0
46	Cc1ccccc1OCC(=O)OCC(=O)c1ccc(OC(=O)c2ccccc2)cc1	5%	0	?	-1%	-15%	14%	23	4%	-8
47	COc1ccc(NC(=O)CCCOc2ccc(C(C)=O)cc2)cc1S(=O)(=O)N1CCCCC1	?	5	-11%	/	8%	-10%	-5	-11%	-15
48	COc1cc(C2C3=C(CCCC3=O)OC3=C2C(=O)CCC3)ccc1OCC(=O)Nc1ccccc1	-32%	1	-3%	?	10%	0%	-30	-2%	-5

# Profiles from above. Order of screens: KB-V1 cytotox | IL-1B inflam inh | HT1080 IDH1KD tx | SW480 rereplic | GLP1R ag | KB-3-1 tox | D3 antag | HT1080-NT tox | D3 ag
# `COc1ccc(C(=O)CSc2nccn2C)c(OC)c1` is listed with 17% | -1 | 7% | -9% | 4% | 10% | -11 | 25% | 0
# `Clc1ccc(C2=NN=C3COc4ccccc4N3C2)cc1` is listed with -9% | 22 | 14% | 13% | 11% | -12% | 15 | 7% | -2

# The list continues.
nr	mol	KB-V1 cytotox	IL-1B inflam inh	HT1080 IDH1KD tx	SW480 rereplic	GLP1R ag	KB-3-1 tox	D3 antag	HT1080-NT tox	D3 ag
49	CC1CN(C(C)C)C(=S)NC1=O (stereo not drawn)	7%	14	6%	0%	-8%	5%	-3	7%	3
50	Fc1cccc(COc2ccccc2CNc2ccccc2)c1	-2%	-6	-4%	3%	-4%	-10%	-25	-4%	-3
51	O=C(CCNC(=O)c1ccc([N+](=O)[O-])cc1)NCC1COc2ccccc2O1 (stereo not drawn)	14%	10	5%	-45%[inhibitor]	-3%	2%	-4	5%	5
52	CCCCn1c(N)c(N(CCOC)C(=O)c2oc3ccc(Br)cc3c2C)c(=O)[nH]c1=O	2%	-20	-14%	-2%	2%	12%	17	-7%	0
53	CC(C)c1ccc(OCCCCN2CCCCC2)cc1	-1%	-2	-18%	?	12%	?	-88*	-5%	-21
54	COc1ccc(C(=O)Nc2ccc3[nH]ncc3c2)cc1OC	-27%	-8	-6%	5%	22%	0%	0	-13%	1
55	Cc1ccc(CSc2nnc(-c3ccncc3)n2CC2CCCO2)cc1 (stereo not drawn)	-11%	4	4%	-5%	4%	1%	7	-1%	1
56	COc1cccc(C(CC(=O)O)NS(=O)(=O)c2ccc3c(c2)N(C(C)=O)CC(C)O3)c1 (stereo not drawn)	3%	-12	0%	6%	0%	1%	0	-3%	-3
57	CCCCCn1c(N2CCOCC2)nc2c1c(=O)n(CC(N)=O)c(=O)n2C	6%	-5	-1%	1%	-11%	3%	-3	0%	1
58	Cc1cc(SCC(=O)N(C)C2CCCCC2)nc2ccccc12	6%	-21	16%	0%	4%	-5%	5	8%	-5
